APP 5UTR inh: APP translation inhibition; SH-SY5Y APP 5'UTR-luciferase reporter, luminescence; inhibition, % at 2 µM; 190,000 tested, 0.82% active; AID 1285;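 active means inhibition above a set limit, derived from the sample mean plus 3 SD, cut at about 45% in these data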; further: values of inactives mirror those of a sister screen read the other way
Hsp70 act: Hsp70 transcriptional activation, primary screen; 200,000 tested, 0.04% active; activation, % at 10 µM; HeLa Hsp70 promoter luciferase reporter, luminescence; scaled: vehicle 0, proteasome-inhibitor control 100%;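 active means activation above the mean across all tested compounds plus 3 SD, cutoff set per campaign, cut at about 5.5% in these data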;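 further: 100% = MG132 at 30 µM as the positive control and 0% = DMSO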
FLuc inhib CS: Photinus pyralis luciferase inhibition counter-screen; ATPLite firefly luciferase biochemical luminescence, 10 min; 200,000 tested, 1.5% active; inhibition, % at 10 µM;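 active means inhibition above about 50% when tested at 10 µM, limit read from the data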
Target sequence (P08659 whole entry, looked up): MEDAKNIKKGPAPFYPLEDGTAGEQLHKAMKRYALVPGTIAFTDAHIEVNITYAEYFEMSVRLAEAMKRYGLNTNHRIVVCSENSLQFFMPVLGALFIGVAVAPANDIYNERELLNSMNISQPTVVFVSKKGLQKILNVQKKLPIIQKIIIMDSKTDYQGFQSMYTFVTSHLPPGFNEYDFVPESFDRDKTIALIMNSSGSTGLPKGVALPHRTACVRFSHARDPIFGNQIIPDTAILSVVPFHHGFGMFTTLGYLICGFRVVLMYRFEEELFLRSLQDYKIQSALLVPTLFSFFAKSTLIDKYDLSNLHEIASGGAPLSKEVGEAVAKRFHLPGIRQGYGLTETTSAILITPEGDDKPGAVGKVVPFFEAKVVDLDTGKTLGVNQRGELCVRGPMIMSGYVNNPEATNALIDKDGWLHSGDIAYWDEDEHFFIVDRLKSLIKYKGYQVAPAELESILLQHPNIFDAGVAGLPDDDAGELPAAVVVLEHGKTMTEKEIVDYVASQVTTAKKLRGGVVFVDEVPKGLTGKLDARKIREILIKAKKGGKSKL
NF-kB neuron act: NF-kB expression increase, human neuronal cells. NF-kB reporter expression; stronger effect = higher value. fold change at 12.5 µM. 190,000 tested, 1.6% active; in the data active means fold change above about 3.3
STAT1 act: increases IFN-gamma driven STAT1 reporter signal; activation (% of control), % at 5.5 µM; 200,000 tested, 2.6% active; NIH 3T3 STAT1-luciferase reporter, luminescence; 100% = IFN-gamma alone, no compound; AID 932;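 active means activation above the screen-wide mean activation plus 3 SD, cut at about 130% in these data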;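 further: raw ratio to IFN-gamma control signal so 100% means no change and 0% no light; values of inactives mirror those of a sister screen read the other way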
Efa HMGR inh: inhibitors of class II HMG-CoA reductase from Enterococcus faecalis. purified E. faecalis HMGR, NADPH absorbance 340 nm kinetic. inhibition, % at 10 µM. 190,000 tested, 0.41% active. AID 1066;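 active means inhibition above a set limit, the median over all tested compounds plus 3 SD, cut at about 9.5% in these data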;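 further: enzyme runs in reverse so mevalonate oxidation gives rising NADPH absorbance; 0% = complete reaction with DMSO and 100% = background rate lacking mevalonate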
G6PDH counter: inhibits Leuconostoc G6PDH, flagging false hits in G6PDH-based assays; inhibition, % at 5 µM; Purified L. mesenteroides G6PDH, diaphorase/resazurin coupled fluorescence, 45 min; 200,000 tested, 0.12% active; in the data active means inhibition above about 50%
APP 5'UTR act: activates APP 5'UTR luciferase reporter; AID 1276; activation, % at 2 µM; 190,000 tested, 1% active; SH-SY5Y APP 5'UTR luciferase reporter, luminescence; zero percent = DMSO vehicle wells;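 active means activation above a set limit, based on mean plus 3 SD of controls, cut at about 140% in these data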; further: values of inactives mirror those of a sister screen read the other way
FLuc stim CS: firefly luciferase counter-screen for stimulation assays | P08659 | ATPlite luciferase biochemical, luminescence, 10 min; 0 = ATP-free wells, 1 = DMSO control | activation factor at 10 µM | 200,000 tested, under 10 active;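 active means luciferase activation factor, scaled between plate controls, of at least 2 with compound at 10 µM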
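Material: luciferase plus luciferin reagent, cell-free. Medium: PBS buffer for ATP. Also added: ATP substrate, dispensed from a 10.24 µM working solution in PBS. Doses: test compounds dosed from 2 mM stocks in 100% DMSO. Incubation: 10 min post-reagent at room temperature. Technique: light output (luminescence). Read-out basis: luminescence gain marking luciferase activators.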
DTT redox prof: compounds producing H2O2 with reducing agent – biochemical, NIH compound library profiling, artefact control for MLSCN library redox annotation, primary screen | DTT-dependent redox cycling H2O2, phenol red/HRP absorbance; 100% = 100 µM peroxide control, 0% = buffer | activation, % at 10 µM | 200,000 tested, 0.03% active | AID 878;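 active means activation of at least 50% relative to the plate's high and low controls in the primary single-dose screen; inactive means activation below 50%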;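 further: compound incubated with DTT at 0.8 mM final as the reducing agent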
Numbers without * were called inactive; / = not tested or not shown.

SMILES	APP 5UTR inh	Hsp70 act	FLuc inhib CS	NF-kB neuron act	STAT1 act	Efa HMGR inh	G6PDH counter	APP 5'UTR act	FLuc stim CS	DTT redox prof
Cc1ccc2cc3cc(C(=O)NCCN4CCOCC4)oc3nc2c1	-5	-0.2	0	1.2	105	-9	5	5	1	1.1
Cn1c(=O)[nH]c(=O)c2c1nc(N1CCOCC1)n2CC(=O)c1ccccc1	-3	-0.3	0	0.96	101	-11	20	3	1	-0.8
CC1(c2ccccc2Cl)NC(=O)N(CC(=O)Nc2ccc3c(c2)OCO3)C1=O (centres undefined)	11	1.0	-5	1.1	95	0	2	-11	1.1	0.2
COC(=O)c1c(C)nn(-c2ccccc2)c1N	-16	-0.5	4	0.97	107	-2	15	16	1	0.9
Cc1cccc(OCC(=O)N2CCN(C(=O)CCC3CCCC3)CC2)c1	-3	0.3	-2	1	101	-1	15	3	1	1.5
COC(=O)NC1CSCC1OC(=O)CCN1C(=O)c2ccccc2C1=O (centres undefined)	-12	-0.3	-5	1	99	-5	-3	12	1.1	-0.7
CO[C@@]1(NC(=O)CSCC#N)C(=O)N2C(C(=O)O)=C(CSc3nnnn3C)CS[C@@H]21	-10	-0.3	-6	1.2	108	-5	7	10	1.1	0.4
O=C1CC(N2CCSCC2)C(=O)N1CCc1ccccc1 (centres undefined)	-3	-0.1	-9	1.2	107	2	18	3	1.1	1.8
Cc1oc(-c2cccc(Cl)c2)nc1CN1CCCC(C(=O)NCCCN2CCOCC2)C1 (centres undefined)	-16	-0.2	-5	0.74	100	-7	16	16	1.1	-5.4
COC(=O)C1C/C(=N\NS(=O)(=O)c2ccc(C)cc2)c2ccsc2C1 (centres undefined)	5	-0.3	-9	1.2	107	1	1	-5	1.1	0.0
CC1(c2ccccc2)NC(=O)N(CC(=O)Nc2ccc3c(c2)OCO3)C1=O (centres undefined)	4	-0.1	-6	1.1	103	-9	4	-4	1.1	-1.7
CCc1cc(=O)n2c([nH]c3ccccc32)c1C#N	1	0.0	24	1.2	104	-1	27	-1	0.8	-1.4
O=C1OCCC1Sc1nc2ccccc2c(=O)n1Cc1ccc(F)cc1 (centres undefined)	-5	-0.1	2	1	97	-2	1	5	1	-0.1
Cc1ccc2nc(NC(=O)C3CCN(S(=O)(=O)c4cccs4)CC3)sc2c1	2	0.1	-2	0.9	96	5	2	-1	1	1.9
O=C(NC1CCN(Cc2ccccc2)CC1)C1CCN(c2nnc(-n3cccc3)s2)CC1	32	-0.3	-9	0.86	103	-9	-4	-32	1.1	-2.4
COCc1cc(C)nc(SCC[N+](C)(C)CC(=O)Nc2ccccc2)c1C#N	17	-0.1	-3	1	102	0	-2	-17	1	-0.2
CN1CC(c2ccccc2Cl)C2(COc3ccccc3C2=O)C12C(=O)Nc1ccccc12 (centres undefined)	0	-0.1	4	0.62	93	-9	0	0	1	0.9
O=C(Nc1nnc(-c2ccccc2)o1)c1cc(Cl)sc1Cl	-10	-0.1	0	1.1	100	2	14	10	1	-0.8
COc1ccc2c(c1)CC/C(=C/c1cc(OC)c(OC)c(OC)c1)C2=O	-8	-0.1	6	1.4	87	-3	6	8	0.9	0.1
Cc1noc2ncnc(Oc3cc(Cl)ccc3Cl)c12	7	-0.1	-6	1.6	104	-4	8	-7	1.1	-0.7
CC(C)(C)C(=O)Nc1ccccc1C(=O)NCc1ccco1	25	-0.3	-4	1.2	98	2	18	-25	1	-2.3
O=C(O)CCC(=O)N1CCN(c2ccccn2)CC1	11	-0.2	-7	0.97	93	0	5	-11	1.1	-3.1
CC(C)(C)NC(=O)C(c1ccc(O)cc1)N(C(=O)CCC(=O)Nc1nccs1)c1cccc(F)c1 (centres undefined)	-14	0.0	-1	0.88	101	1	8	14	1	0.0
CN(C)C(=O)C1Cc2ccccc2CN1S(=O)(=O)c1cccs1 (centres undefined)	-8	-0.2	-6	1.1	102	-4	-2	8	1.1	-1.6
Cc1ccc(Cl)cc1NC(=S)NCc1cccn1C	4	-0.1	-9	0.89	95	-1	-18	-4	1.1	0.1

Next results
SMILES	APP 5UTR inh	Hsp70 act	FLuc inhib CS	NF-kB neuron act	STAT1 act	Efa HMGR inh	G6PDH counter	APP 5'UTR act	FLuc stim CS	DTT redox prof
Cn1c(=O)c([N+](=O)[O-])c(NCC(O)c2ccccc2)c2ccccc21 (centres undefined)	-18	-0.4	-2	0.68	88	-4	10	18	1	-0.4
O=C(NC1CCN(Cc2ccccc2)CC1)c1cccc(S(=O)(=O)Nc2cc(C(F)(F)F)ccc2Cl)c1	16	-0.3	-8	1	100	-8	5	-16	1.1	-0.3
C/C(CCN1CCc2nc(-c3ccccc3)c(-c3ccccc3)cc2C1)=N\OC[C@@H](C)[C@H](OCc1ccccc1)C(C)C	6	-0.2	-11	1.1	105	-6	11	-6	1.1	3.3
CC1(C)C(=O)Nc2ccccc2N1C(=O)COC(=O)c1cc(S(=O)(=O)N2CCOCC2)ccc1F	-21	-0.2	-3	1.1	103	4	10	21	1	-2.7
Cc1cc(C(=O)CSc2ncccn2)c(C)n1Cc1ccco1	-141	-0.1	64*	4.3*	86	-4	3	141*	0.4	-0.3
Clc1ccc(/C=N/c2c(-c3ccc(Cl)cc3)nc3n2CCS3)cc1	-17	0.1	-6	1.8	107	/	0	17	1.1	-6.2
Cc1cccc(Oc2ncnc3onc(C)c23)c1	1	-0.2	-2	1	102	-3	19	-1	1	2.9
CCCc1ccc(OCc2nc(-c3ccc(NC(=O)c4cccs4)cc3)no2)cc1	-40	-0.3	18	1.7	126	-2	-6	40	0.8	-0.2
O=[N+]([O-])c1ccccc1Oc1ccccc1Cl	-5	-0.2	2	1	97	-1	13	5	1	-0.4
Cc1ccnc(NC(c2ccncc2)c2c(C)[nH]c3ccccc23)c1 (centres undefined)	-17	-0.1	-8	1.4	91	2	7	17	1.1	0.4
NC(=O)NCC12CC3CC(CC(C3)C1)C2	2	-0.2	0	1.2	98	-1	4	-2	1	1.5
COc1ccc(Br)cc1C(=O)N/N=C/c1ccc2c(c1)n(C)c(=O)n2C	-3	-0.7	-1	1.1	84	-2	-10	3	1	0.1
CCOC(=O)Cn1nc(/C=C/c2ccc(C)cc2)ccc1=O	-6	0.0	1	1.3	104	-3	-15	6	1	0.2
O=C(NC1CCCCC1)C(c1ccc2ncccc2c1)N(Cc1ccc(F)cc1)C(=O)c1cccs1 (centres undefined)	1	-0.2	-7	0.77	86	2	-19	-1	1.1	1.0
CCn1c(SC(C)C)nnc1C1CCN(S(=O)(=O)c2ccc(OC)cc2)CC1	0	-0.5	-3	0.92	95	-4	7	0	1	1.1
CCN(CC)C(=O)COc1ccc(-c2nnc(N3CCCCC3)c3ccccc23)cc1	-6	-0.3	-7	0.91	93	1	-13	6	1.1	0.3
COc1cccc(/C=N/N2CCN(c3ccccc3OC)CC2)c1	-32	0.1	12	1.9	135*	5	-19	32	0.9	0.4
Cc1[nH]c2ccccc2c1C(c1ccncc1)N1CCCCC1 (centres undefined)	-20	-0.3	-9	1.7	92	-1	10	20	1.1	-0.7
Cc1noc(C)c1COC(=O)CCCOc1ccc(Cl)cc1Cl	0	-0.3	0	1.1	101	-1	14	0	1	1.0
CCOC(=O)N1CCN(C(=O)Cc2ccc(-n3c(=O)[nH]c4ccccc4c3=O)cc2)CC1	-5	-0.1	-5	1	101	-10	6	5	1.1	2.2
CCCCCCCCNC(=O)CC(NS(=O)(=O)c1ccc(NC(C)=O)cc1)C(C)C (centres undefined)	-2	-0.2	0	1.2	102	6	16	1	1	0.4
CCOc1ccc2nc(SCC(=O)N3CCCCCC3)c(C#N)cc2c1	-4	0.0	7	1	109	-4	2	4	0.9	1.4
O=C1CCCN1c1cc(Cl)cc(Cl)c1	1	0.3	-7	1.2	96	-3	3	-1	1.1	-0.7
C=CCOc1c(Br)cc(CNc2ccc(NC(=O)CCC)cc2)cc1OCC	0	-0.1	2	1.1	101	-1	8	0	1	-6.3
Cc1ccc(C(C)C)c(OCc2nnc3n2CCCCC3)c1	2	-0.2	-10	0.99	102	-4	0	-2	1.1	1.6

Structural class: the compounds so far with a furan ring, fused or not.
SMILES	APP 5UTR inh	Hsp70 act	FLuc inhib CS	NF-kB neuron act	STAT1 act	Efa HMGR inh	G6PDH counter	APP 5'UTR act	FLuc stim CS	DTT redox prof
Cc1ccc2cc3cc(C(=O)NCCN4CCOCC4)oc3nc2c1	-5	-0.2	0	1.2	105	-9	5	5	1	1.1
CC(C)(C)C(=O)Nc1ccccc1C(=O)NCc1ccco1	25	-0.3	-4	1.2	98	2	18	-25	1	-2.3
Cc1cc(C(=O)CSc2ncccn2)c(C)n1Cc1ccco1	-141	-0.1	64*	4.3*	86	-4	3	141*	0.4	-0.3

The results go on.
SMILES	APP 5UTR inh	Hsp70 act	FLuc inhib CS	NF-kB neuron act	STAT1 act	Efa HMGR inh	G6PDH counter	APP 5'UTR act	FLuc stim CS	DTT redox prof
COCCCNc1oc(-c2ccccc2Cl)nc1C#N	-14	0.5	-6	1.3	99	-5	9	14	1.1	0.5
Cc1ccc(C(=O)NCc2cccnc2)cc1S(=O)(=O)Nc1ccccc1	0	-0.2	-1	0.99	96	4	7	0	1	-0.2
COc1cc(NS(=O)(=O)c2ccc(C)cc2C)cc(OC)c1OC	7	-0.3	2	0.6	75	-8	8	-7	1	1.8
OC(CN1C2=NCCN2c2ccccc21)c1ccccc1 (centres undefined)	-5	-0.1	-6	1.3	101	-4	2	5	1.1	1.5
Cc1cccc(C(=O)N[C@H](C(=O)Nc2ccc(C)c(S(=O)(=O)N(C)C)c2)C(C)C)c1	5	-0.3	-4	0.97	97	-8	1	-5	1	-2.5
COC(=O)c1ccc(-c2ccco2)n1Cc1cc(C)ccc1C	-1	-0.2	0	2	104	-1	1	1	1	0.5
CC[C@H](C)[C@@H](C(=O)N1CCNCC1)n1cc([C@@H](N)Cc2ccc(O)cc2)nn1	2	0.3	-8	1.1	101	-1	6	-1	1.1	0.3
Cc1ccc(N2CCN(CCCN3C(=O)C4CCCN4C3=O)CC2)cc1 (centres undefined)	2	-0.3	-3	1	102	1	1	-2	1	0.0
COc1ccc(NC(=O)/C=C/c2ccc3c(c2)OCO3)cc1	-73	0.1	49	3.2	131*	0	10	73	0.5	-0.4
COc1ccc(-c2csc(/N=C/N(C)C)n2)cc1OC	-19	0.2	1	1.4	114	-2	1	19	1	-2.0
CCN(CC)c1ccc(/C=N/NC(=O)c2c(Cl)cnn2C)c(O)c1	60*	-0.4	6	1	101	-2	-13	-60	0.9	-0.8
Cc1c(C(=O)OCC(C)C)[nH]c2c1C(=O)CC(c1ccco1)C2 (centres undefined)	96*	0.9	-4	2.9	102	0	-31	-96	1	-0.4
CC(=O)OC[C@]1(OC(C)=O)C[C@@]23CC[C@H]4[C@@](C)(CCC[C@@]4(C)C(=O)O)[C@@H]2CC[C@@H]1C3	-1	-0.1	-3	1.1	100	2	14	1	1	0.7
C=CCn1c(SCC(=O)Nc2ccc(NC(=O)c3ccco3)c(OC)c2)nnc1-c1ccncc1	-4	0.0	-1	0.89	108	-2	6	5	1	-1.1
O=C(NCC1CCCCC1)C1CCCN(C(=O)NC2CCCCC2)C1 (centres undefined)	12	0.0	-5	0.82	106	-1	10	-12	1	0.7
CCc1cc2c3c(c1)C1(C(=O)N3C(C)(C)C=C2C)C(C#N)=C(N)Oc2[nH]c(=O)[nH]c(=O)c21 (centres undefined)	9	-0.1	-3	2.6	100	-4	9	-9	1	0.0
OCCN(Cc1ccccc1)C(=S)NC1CCCCC1	3	-0.5	-8	1.4	103	-2	5	-3	1.1	-0.2

Source: PubChem (several laboratories)
